SW480 rerep = A quantitative high throughput screen for small molecules that induce DNA re-replication in SW480 colon adenocarcinoma cells. SW480 DNA re-replication, Hoechst DNA content imaging, 48 h. Potency, µM (series often up to 46.1 µM), for inactives: top-dose re-replication activation, hits mostly activators. hit rate 1.8% among 340,000. AID 624297, 2012; further: potency means the concentration at half of the fitted maximal effect; % of control where 0% means no effect; nearly all actives have a fitted effect of over 55% in size
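Cells (250 per well) received 23 nL compound or DMSO by pin tool and were kept 48 hr at 37 C, 5% CO2. Nuclei were then stained with Hoechst for 40 min and scanned for DNA content.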
HT1080 IDH1KD tx = qHTS for induction of synthetic lethality in tumor cells producing 2HG: qHTS for the HT-1080-IDH1KD cell line; HT-1080 IDH1 knockdown viability, ATP luminescence, 48 h; Potency, µM (highest dose often 46.1 µM), without a hit: at the top dose activity, negative = toxicity, actives largely listed as cytotoxic; hit rate 2% among 360,000;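 further: potency means the concentration at half of the fitted maximal effect; 0% = DMSO wells and -100% = cell-free medium wells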
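IDH1KD HT-1080 cells, 750/well, RPMI + 5% FBS; compound pinned after 2 h settling; 48 h, 37 °C; CellTiter-Glo luminescence; % activity normalised to DMSO and no-cell wells; curves fitted, classed by r2 and efficacy.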
KB-3-1 cytotox = qHTS assay for MDR1-selective chemotherapeutics: Primary screen using the parental adenocarcinoma cell KB-3-1; hit rate 1.4% among 400,000; Potency, µM (highest dose often 46.1 µM), inactives show at the top dose activity change, negative = cytotoxic, most hits filed as cytotoxic; KB-3-1 viability, CellTiter-Glo ATP luminescence, 72 h; further: potency means the concentration at half of the fitted maximal effect; on the % scale 0 is the no-effect control and ±100 the full control effect; nearly all actives have a fitted effect of over 60% in size
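Multi-concentration cytotoxicity screen in KB-3-1 cells grown in DMEM lacking phenol red with 10% FBS. After 72 h at 37 °C with compound, ATP-dependent luminescence was recorded.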
MCF10A rereplic = A quantitative high throughput screen for small molecules that induce DNA re-replication in MCF 10a normal breast cells; MCF 10A DNA re-replication, Hoechst nuclear intensity, 48 h; Potency, µM (doses to about 46.1 µM), without a hit: top-dose activity, positive = re-replication, actives largely listed as activators; hit rate 2.9% among 350,000; AID 624296, 2012; further: potency means the concentration at half of the fitted maximal effect; % of control where 0% means no effect; nearly all actives have a fitted effect of over 50% in size
HT1080-NT tox = qHTS for induction of synthetic lethality in tumor cells producing 2HG: qHTS for the HT-1080-NT fibrosarcoma cell line | HT-1080-NT fibrosarcoma viability, CellTiter-Glo ATP luminescence, 48 h | Potency, µM (doses to about 46.1 µM), for inactives: at the highest dose activity, negative = less viability, hits mostly cytotoxic | hit rate 1.6% among 360,000 | AID 686970, 2013;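 further: NT is the 2HG producing partner of a matched IDH1 knockdown line; potency means the concentration at half of the fitted maximal effect; 0% = DMSO-treated cells and -100% = media-only wells without cells; nearly all actives have a fitted effect of over 55% in size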
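Compounds were tested in concentration-response format on HT-1080-NT cells for 48 hours at 37 degrees C. Cell viability came from CellTiter-Glo luminescence; curves were classified by r2, response magnitude and activity.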
KB-V1 cytotox = qHTS assay for MDR1-selective chemotherapeutics: Primary screen using the drug-selected MDR subline cells KB-V1; KB-V1 MDR cells viability, CellTiter-Glo, 72 h; Potency, µM (titrated, usually from 46.1 µM), without a hit: at the top dose activity change, negative = cytotoxicity, hits mostly cytotoxic; hit rate 3.4% among 400,000; AID 1347076, 2019; further: potency means the concentration at half of the fitted maximal effect; on the % scale 0 is the no-effect control and ±100 the full control effect; nearly all actives have a fitted effect of over 60% in size
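Readout: CellTiter-Glo luminescence, 10 min after addition. Cells: KB-V1 MDR subline, 72 h at 37 degrees C with compound. Analysis: corrected, normalized data fitted to concentration-effect curves.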
WRN helicase inh = qHTS for Inhibitors of WRN Helicase; AID 651768, 2012; Potency, µM (doses to about 114 µM), for the others: top-dose activity change, negative = inhibition, hits mostly inhibitors; WRN helicase unwinding, fluorescent forked duplex, kinetic; hit rate 0.46% among 360,000; further: potency means the concentration at half of the fitted maximal effect; on the % scale 0 is the no-effect control and ±100 the full control effect; nearly all actives have a fitted effect of over 55% in size
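Enzyme (20 nM final) and test compound sit together 15 min at room temperature before substrate addition. Substrate is a single-forked duplex oligonucleotide (100 nM) labelled with fluorophore and quencher, with 2 mM ATP; helicase unwinding raises red fluorescence, read kinetically.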
IL-1B inflam inh = qHTS for Inhibitors of Inflammasome Signaling: IL-1-beta AlphaLISA Primary Screen; activity change, % at 57.5 µM; THP-1 LPS/ATP IL-1B secretion, AlphaLISA, 16 h; hits give low values; hit rate 4.7% among 360,000; in the data active means activity change below about -50%; inconclusive means mostly about -30% to -49%; further: on the % scale 0 is the no-effect control and ±100 the full control effect
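Secreted IL-1B measured by AlphaLISA bead assay after 16 h compound exposure of THP-1 cells; compounds (final up to 57.5 uM) added 1 h before LPS (250 ng/mL) and ATP (1.25 mM) stimulation; lower signal means less secretion.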
ATXN2 expr inh = Primary qHTS for Inhibitors of ATXN expression | HEK-293 ATXN2-luciferase reporter, luminescence, 24 h | Potency, µM (highest dose often 57 µM), for the others: at the highest dose activity change, negative = inhibition, most hits filed as inhibitors | hit rate 0.72% among 360,000; further: potency means the concentration at half of the fitted maximal effect; on the % scale 0 is the no-effect control and ±100 the full control effect; nearly all actives have a fitted effect of over 55% in size
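ATXN2-luciferase reporter cells (luciferase flanked by upstream and downstream ATXN2 gene portions) were treated 24 h at 37 °C with compounds at up to 57 uM. SteadyGlo luminescence gave expression; GF-AFC fluorescence gave viability.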
Starred values were filed as active, the others as inactive; u = inconclusive; x = not tested or not shown; [ ] = remark or other dose. Unless noted, the call rests on the fitted dose curve; in most records, active means well fitted curve in the direction sought with a large enough effect; inconclusive means small, poorly fitted or top-dose-only effect, or another doubt; inactive means no such curve, though single readings can be large; an effect the other way counts as inactive or inconclusive. Not a hit list; 12% or so of the library scored in one or more.

compound	SW480 rerep	HT1080 IDH1KD tx	KB-3-1 cytotox	MCF10A rereplic	HT1080-NT tox	KB-V1 cytotox	WRN helicase inh	IL-1B inflam inh	ATXN2 expr inh
CCCCCC(=O)N(O)C1CC(=O)N(c2ccccc2)C1=O (configuration not stated)	u	-24.5%	-10.7%	u	-18.3%	9.1%	-7.5%	-26.0	-10.6%
C#CCNc1c2c(nc3nnnn13)CCCC2	-13.8%	4.6%	1.5%	-1.6%	-0.6%	-5.2%	0.2%	-8.6	-3.1%[11.3 µM]
CC(OC(=O)Cc1c(F)cccc1Cl)C(=O)NC1(C#N)CCCCC1 (configuration not stated)	-0.9%	11.5%	-1.9%	-0.4%	11.6%	-18.7%	-1.4%	-9.2	2.0%
CCCc1cc(-n2cnc3ccccc32)n2c(nc3ccccc32)c1C#N	2.5%	-12.8%	10.7%	6.0%	-0.8%	-18.1%	5.3%	-29.2	-1.4%
COc1ccc(S(=O)(=O)N2CCN(C(=O)NCc3ccc(C)cc3)CC2)cc1	u	0.0%	0.8%	3.3%	0.9%	-4.3%	0.8%	-14.3	-2.5%
C=CCc1cc(C)ccc1OCCCn1ccnc1	-5.2%	1.0%	2.8%	1.2%	7.5%	-3.0%	12.2%	-24.1	-6.4%
COC(=O)c1ccc(N2CCN(S(=O)(=O)c3c(C)cc(C)cc3C)CC2)c([N+](=O)[O-])c1	-3.6%	15.0%	0.0%	2.2%	14.5%	-5.3%	-4.2%	2.2	-12.5%
Cc1sc2ncn(CC(=O)N3CCN(c4ccccc4)CC3)c(=O)c2c1S(=O)(=O)N1CCOCC1	-0.5%	8.2%	0.1%	0.0%	7.0%	-5.1%	3.1%	3.2	-5.4%
CCCCCCCN1CCN=C1N(C)C	-21.3%	5.0%	-0.9%	15.8%	1.9%	u	7.3%	-2.5	-5.4%
O=C(COc1ccccc1[N+](=O)[O-])N/N=C/c1ccncc1	-10.0%	0.3%	26.8%	-24.0%	-5.7%	-0.5%	2.2%	0.3	26.6%
Cc1ccc(F)cc1NC(=O)CCNC(=O)c1ccc([N+](=O)[O-])cc1	-11.9%	5.6%	u	-6.2%	2.7%	11.7%	6.9%	-74.1*	-0.6%
COc1ccc(CNC(=O)C[C@H]2C[C@H](C(=O)N3CCCCC3)[C@@]3(CCc4ccccc4)c4[nH]c5ccc(Cl)cc5c4CCN3C2=O)cc1OC	u	0.6%	0.0%	0.4%	3.3%	0.0%	-1.9%	-16.1	-3.3%
CCN(CC(=O)Nc1ccccc1C(F)(F)F)C(=O)CCS(=O)(=O)c1ccc(C)cc1	-7.7%	1.2%	14.3%	5.7%	-1.8%	u	25.5%	1.7	-5.6%
CCCn1nc(C(=O)NC2CCCc3ccccc32)c2ccccc2c1=O (configuration not stated)	11.2%	-25.7%	-15.4%	4.5%	-20.3%	23.1µM*	-7.5%	u	-13.6%
Cc1ccc(S(=O)(=O)N2CCCCC2)cc1NC(=O)COC(=O)c1ccc2c(c1)OCO2	u	13.1%	-3.2%	u	8.7%	-4.7%	-1.3%	-25.1	6.1%
O=C(NCc1ccc(Cl)cc1)C1CCN(S(=O)(=O)c2cccnc2)CC1	3.0%	0.3%	-0.5%	-1.8%	0.4%	-5.2%	-2.9%	27.5	2.2%
BrC(=C\c1ccccc1)/C=N/N1CCN(c2ccccn2)CC1	u	-27.3%	15.5%	20.6µM*	-3.0%	u	-36.1%	-85.1*	-29.8%
COc1ccc([N+](=O)[O-])cc1NC(=O)C(C)OC(=O)CC1CCCC1 (configuration not stated)	-20.3%	-2.3%	9.1%	13.0%	-3.9%	14.1%	-1.9%	0.0	-6.5%
CCCCNC(=S)NCCN1CCN(C(=S)NCCCC)CC1	-3.4%	12.1%	2.6%	8.0%	3.5%	-4.7%	-2.8%	5.7	-11.4%
Cc1ccc([N+](=O)[O-])cc1N(CC(=O)NCC1CCCO1)S(C)(=O)=O (configuration not stated)	-1.2%	26.9%	-3.0%	-0.4%	14.0%	-7.0%	13.6%	31.5	-2.2%
CSc1ncccc1C(=O)OCC(=O)NC(N)=O	1.2%	-3.1%	15.7%	3.0%	2.6%	10.1%	1.2%	17.6	0.7%
CCO[C@H]1OC(C(N)=O)=C[C@@H](c2ccccc2)[C@@H]1CCCO	-92.3%[inhibitor]	8.3%	5.8%	-4.3%	13.9%	0.0%	3.5%	15.6	6.1%
CC1=C(C#N)C(Nc2ccc(Cl)cn2)(C(F)(F)F)C(=O)N1 (configuration not stated)	-4.0%	-1.9%	4.8%	-0.7%	2.4%	7.5%	1.4%	16.0	16.1%
CC1=C(C(=O)Nc2cccc(C)n2)C(c2ccc3c(c2)OCO3)C2=C(CC(c3ccco3)CC2=O)N1 (configuration not stated)	u	-0.7%	-5.6%	u	0.3%	0.0%	-14.6%	u	-8.8%
CCOc1ccccc1CN1CCN(Cc2cccc3c2OCO3)CC1CCO (configuration not stated)	8.7%	-15.1%	-16.3%	-0.8%	-7.0%	-16.9%	-5.9%	-6.6	x
Cc1ccc(C)c(N2CCN(C(=O)CCCN3C(=S)NC(C)(C)CC3C)CC2)c1 (configuration not stated)	-0.7%	u	20.6µM*	7.7%	u	u	-3.5%	-28.7	u
O=C(CSc1ncnc2c1oc1ccccc12)c1cccs1	-4.4%	-1.4%	-5.5%	-4.7%	-2.1%	-3.5%	-6.1%	21.5	10.9%
O=C(CSc1nc(-c2ccccc2)cs1)Nc1ccccc1[N+](=O)[O-]	4.7%	-8.8%	-3.7%	-1.6%	-4.5%	u	-24.2%[57.1 µM]	14.0	1.1%
COC(=O)C1=C(CSc2nc3c(cc2C#N)CN(C)CC3)OC(N)=C(C#N)C1c1ccc(F)cc1 (configuration not stated)	-0.7%	-1.4%	3.9%	u	-7.7%	8.5%	u	5.8	7.2%
COc1cccc(CN(CC2CCCO2)S(=O)(=O)c2ccc(S(=O)(=O)N(C)C)cc2)c1 (configuration not stated)	-5.2%	-29.0%	-20.6%	0.0%	-18.1%[9.24 µM]	u	-4.7%	-21.5	-18.5%

Next section, starting with the last three of the part before.
compound	SW480 rerep	HT1080 IDH1KD tx	KB-3-1 cytotox	MCF10A rereplic	HT1080-NT tox	KB-V1 cytotox	WRN helicase inh	IL-1B inflam inh	ATXN2 expr inh
O=C(CSc1nc(-c2ccccc2)cs1)Nc1ccccc1[N+](=O)[O-]	4.7%	-8.8%	-3.7%	-1.6%	-4.5%	u	-24.2%[57.1 µM]	14.0	1.1%
COC(=O)C1=C(CSc2nc3c(cc2C#N)CN(C)CC3)OC(N)=C(C#N)C1c1ccc(F)cc1 (configuration not stated)	-0.7%	-1.4%	3.9%	u	-7.7%	8.5%	u	5.8	7.2%
COc1cccc(CN(CC2CCCO2)S(=O)(=O)c2ccc(S(=O)(=O)N(C)C)cc2)c1 (configuration not stated)	-5.2%	-29.0%	-20.6%	0.0%	-18.1%[9.24 µM]	u	-4.7%	-21.5	-18.5%
Cc1cc(Cl)c(OCCn2ccnc2)c(Br)c1	-24.7%	-28.7%	-2.6%	4.61µM*	-23.8%	u	1.4%	9.5	-17.6%
COCCn1c(Cc2ccccc2)nnc1SCC(=O)NC(C)(C)C	-6.6%	5.9%	-12.4%	7.3%	-1.2%	u	-2.5%	-14.2	6.2%
CN(CCO)c1cc(N2CCC3(CC2)OCCO3)c2nonc2c1[N+](=O)[O-]	-56.3%[inhibitor]	11.0%	9.1%	-2.6%	9.7%	9.0%	-19.4%	2.3	-23.8%
C#CCN1C(C)=C(C(=O)OC)C(c2cccc([N+](=O)[O-])c2)C(C(=O)OCC)=C1C (configuration not stated)	2.5%	13.1%	0.0%	3.2%	u	11.6µM*	11.9%	u	u
O=C1/C(=C/c2ccccc2F)SC(=S)N1CCC(=O)N1CCCCC1CCO (configuration not stated)	u	u	u	23.1µM*	-19.1%	-3.2%	-9.7%	-99.2*	-16.4%
Cc1ccc(C)c2[nH]c(=O)c(CN(Cc3nnnn3C3CCCCC3)CC3CCCO3)cc12 (configuration not stated)	24.7%	u	1.8%	u	-20.1%	5.8%	0.2%	u	-12.3%
O=c1[nH]ncc(N/N=C\c2cccs2)c1Cl	-8.6%	-10.5%	u	9.3%	-4.1%	3.26µM*	-13.0%	-10.5	11.7%
Cc1ccc(CN2CCN(/N=C/c3cccnc3)CC2)cc1	-6.4%	1.9%	0.9%	-1.1%	-3.8%	u	9.1%	0.0	-7.6%
O=C(CCc1ccccc1)NN1C(=O)C2C3C=CC(O3)C2C1=O (configuration not stated)	-7.3%	-2.2%	2.6%	u	-2.9%	21.6%	-1.4%	-8.1	-8.4%

From PubChem
